Compound activity as filed in PubChem.
G9a inh: G9a (human) methyltransferase inhibition; Potency, µM (series often up to 102 µM), inactives show at the top dose activity, negative = inhibition, actives largely listed as inhibitors; G9a H3K9 monomethylation, AlphaScreen, 2 h; Q96KQ7; 350,000 tested, 8.8% active; note: potency is the fitted concentration of half-maximal effect; % is set by controls: 0 for no effect and ±100 for the full control effect; nearly all actives have a fitted effect of over 75% in size
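Quantitative HTS format: methyltransferase activity on a biotin-tagged H3K9 peptide is measured by AlphaScreen, using a rabbit anti-monomethyl-H3K9 antibody with streptavidin donor and anti-IgG acceptor beads. Final levels are 20 nM enzyme, 500 nM peptide, 20 uM SAM; 2 h RT.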
HP1b chromo inh: inhibitors of HP1-beta chromodomain binding to methylated histone tails. Potency, µM (series often up to 114 µM), inactives show at the top dose activity change, negative = inhibition, hits mostly inhibitors. 390,000 tested, 0.56% active. AID 540317. AlphaScreen HP1-beta / biotin-H3K9me3 peptide binding. P83916; note: potency is the fitted concentration of half-maximal effect; nearly all actives have a fitted effect of over 70% in size; inactives centre near 23
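HP1-beta protein (50 nM final) preincubated 30 min at room temperature with biotinylated H3(1-18)K9me3 peptide (50 nM) in PBS pH 7.4, 0.01% Tween-20, then compound added for 30 min. AlphaScreen streptavidin donor/nickel chelate acceptor beads (10 ug/mL final), 30 min dark, luminescence read.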
Pin1 inh: inhibitors of human Pin1. Potency, µM (top dose mostly 115 µM), for inactives: at the top dose activity, negative = inhibition, usual class: inhibitors. Q13526. 390,000 tested, 0.009% active. Pin1 FP peptide displacement, HiFluor488, 10 min; active = well fitted inhibition curve with a large enough effect in the polarisation, with a control signal flat, not every such curve was filed as active; inconclusive = small, poorly fitted or top-dose-only effect, or effect the other way, or a change in a side signal; inactive = no such curve, though single readings can be large or run the other way; the % refers to the polarisation; note: potency is the fitted concentration of half-maximal effect; % is set by controls: 0 for no effect and ±100 for the full control effect
GLS inhibitor: inhibitors of human glutaminase (GLS) | GLS enzymatic activity, qHTS titration | Potency, µM (series often up to 45.5 µM), inactives show top-dose activity change, negative = inhibition, usual class: inhibitors | 410,000 tested, 0.21% active | AID 624170; note: potency is the fitted concentration of half-maximal effect; % is set by controls: 0 for no effect and ±100 for the full control effect
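Compounds were pin-transferred onto hKGA, after which L-glutamine (1 mM solution) and a detection mix of glutamate oxidase, HRP and Amplex Red were added. Initial and 30 min RT fluorescence reads were collected.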
JMJD2A Tudor: JMJD2A Tudor domain (human) inhibition. O75164. AlphaScreen JMJD2A-Tudor / H3K4me3 peptide binding. Potency, µM (series often up to 114 µM), inactives show top-dose activity change, negative = inhibition, hits mostly inhibitors. 390,000 tested, 4.4% active; note: potency is the fitted concentration of half-maximal effect; % is set by controls: 0 for no effect and ±100 for the full control effect; nearly all actives have a fitted effect of over 50% in size
Target sequence (O75164 whole entry, looked up, the tested form may be a part): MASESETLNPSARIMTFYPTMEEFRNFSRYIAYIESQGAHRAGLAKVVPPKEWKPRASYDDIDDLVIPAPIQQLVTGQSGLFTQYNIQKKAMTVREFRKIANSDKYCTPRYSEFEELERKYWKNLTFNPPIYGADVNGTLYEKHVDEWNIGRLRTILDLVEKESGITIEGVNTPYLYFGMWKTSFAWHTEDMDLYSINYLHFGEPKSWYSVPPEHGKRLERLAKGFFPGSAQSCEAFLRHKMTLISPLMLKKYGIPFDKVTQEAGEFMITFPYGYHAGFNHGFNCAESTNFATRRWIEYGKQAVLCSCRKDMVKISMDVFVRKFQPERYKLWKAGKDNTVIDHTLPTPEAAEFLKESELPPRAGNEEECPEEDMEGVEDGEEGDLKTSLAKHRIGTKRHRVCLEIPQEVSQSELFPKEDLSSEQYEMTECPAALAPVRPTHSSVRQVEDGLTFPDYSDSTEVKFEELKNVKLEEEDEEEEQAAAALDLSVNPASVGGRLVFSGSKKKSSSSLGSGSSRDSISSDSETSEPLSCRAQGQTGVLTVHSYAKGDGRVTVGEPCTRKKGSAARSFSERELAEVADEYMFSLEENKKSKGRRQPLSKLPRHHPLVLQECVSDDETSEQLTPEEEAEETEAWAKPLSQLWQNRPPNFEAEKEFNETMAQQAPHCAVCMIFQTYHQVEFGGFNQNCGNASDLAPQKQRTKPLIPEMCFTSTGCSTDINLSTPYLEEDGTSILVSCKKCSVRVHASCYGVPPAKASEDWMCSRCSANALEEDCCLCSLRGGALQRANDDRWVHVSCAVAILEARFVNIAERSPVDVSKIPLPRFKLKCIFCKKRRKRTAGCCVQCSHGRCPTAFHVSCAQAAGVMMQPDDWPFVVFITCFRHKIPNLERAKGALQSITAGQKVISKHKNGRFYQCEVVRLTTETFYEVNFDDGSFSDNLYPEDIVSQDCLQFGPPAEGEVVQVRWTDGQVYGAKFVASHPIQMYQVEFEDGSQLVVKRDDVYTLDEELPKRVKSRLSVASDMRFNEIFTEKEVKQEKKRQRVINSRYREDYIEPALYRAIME
POLH inh: inhibitors of human DNA polymerase eta; AID 588591; Potency, µM (series often up to 114 µM), inactives show at the top dose activity change, negative = inhibition, hits mostly inhibitors; 390,000 tested, 1.2% active; recombinant Pol eta, fluorescent DNA replication assay; note: potency is the fitted concentration of half-maximal effect; % is set by controls: 0 for no effect and ±100 for the full control effect
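Fluorescent replication assay: 50 nM final substrate added after a 15 min room-temperature compound preincubation with 10 nM enzyme. Signal taken at 0 min and again at 10 min.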
PI4K2A inh: PI4K2A (human) kinase inhibition. purified PI4K2A, ADP-Glo luminescence, 1 h; stronger effect = lower value. activity change, negative = inhibition, % at 76.9 µM. 420,000 tested, 0.13% active. AID 1346378; in the data active = activity change below about -50%; inconclusive = mostly about -30% to -49%;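 note: -100% = wells without enzyme as full effect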
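PI4K2A activity was measured by ADP-Glo luminescence: enzyme (4 ug/mL stock) and phosphatidylinositol (1.2 mM stock) in Tris pH 7.5/MgCl2/EGTA/Triton X-100 buffer were reacted with ATP (300 microM stock) for one hour at ambient temperature.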
BAZ2B block: inhibitors of human BAZ2B bromodomain; Q9UIF8; AlphaScreen BAZ2B-H3K14Ac peptide displacement; Potency, µM (titrated, usually from 114 µM), for inactives: at the top dose activity change, negative = inhibition, most hits filed as inhibitors; 360,000 tested, 4.4% active; AID 504333; note: potency is the fitted concentration of half-maximal effect; % is set by controls: 0 for no effect and ±100 for the full control effect; nearly all actives have a fitted effect of over 60% in size
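BAZ2B (50 nM) with biotin-H3(5-23)K14Ac peptide (50 nM) in PBS pH 7.4, 0.01% Tween-20, preformed 30 min, then compound 30 min at room temperature; top concentration 110uM. AlphaScreen streptavidin donor/nickel chelate acceptor beads (10 ug/mL final), 20 min dark, signal read.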
PGK inhibitor: T. brucei PGK inhibition; P07378; Potency, µM (highest dose often 57.5 µM), inactives show top-dose activity change, negative = inhibition, actives largely listed as inhibitors; 380,000 tested, 0.043% active; AID 602233; PGK/GAPDH coupled, Kinase-Glo luminescence, 60 min; note: potency is the fitted concentration of half-maximal effect; % is set by controls: 0 for no effect and ±100 for the full control effect; nearly all actives have a fitted effect of over 60% in size
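Recombinant glycosomal PGK reaction used 1,3-bisphosphoglycerate generated in-well by GAPDH (100nM final) in 100mM TEA pH 7.6, 5mM MgCl2, 0.01% Tween-20. After 60 minutes at room temperature, ATP was read by Kinase-Glo Plus luminescence end-point.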
* marks the source's active call; other numbers are inactive results; i = inactive; ? = inconclusive; . = not tested or not shown; [ ] = dose if it differs, or a comment. Unless noted, calls come from the whole dose curve; as a rule, active = well fitted curve in the direction sought with a large enough effect; inconclusive = small, poorly fitted or top-dose-only effect, or another doubt; inactive = no such curve, though single readings can be large; an effect the other way counts as inactive or inconclusive. Some of the compounds tested. The share of hits here may be higher or lower than overall.

SMILES | G9a inh | HP1b chromo inh | Pin1 inh | GLS inhibitor | JMJD2A Tudor | POLH inh | PI4K2A inh | BAZ2B block | PGK inhibitor
C=CCSc1nc2ccccc2[nH]1 | -22% | 28% | 0% | 6% | -4% | 1% | -5 | 9% | i
COc1ccccc1C1CC(=O)Oc2cc(O)ccc21 (stereo not drawn) | 17% | 25% | -7% | 27% | ? | -4% | -6 | . | -6%
CN(Cc1ncc[nH]1)Cc1cn(-c2ccccc2)nc1-c1ccc2c(c1)OCO2 | ? | 5% | -1% | 4% | -29% | -15% | 0 | ? | 1%
Cc1ccc(C(C)C)c(OCCN(C)C)c1 | 3.5µM* | ? | -1% | 0% | 2.8µM* | -10% | 5 | 35µM* | 0%
Cc1ccccc1NS(=O)(=O)c1nnc(NC(=O)c2ccco2)s1 | ? | ? | ? | 9% | ? | -15% | -2 | -39% | i
Cc1cccc(N2N=C(C(=O)Nc3ccc(Cl)c(S(=O)(=O)N4CCOCC4)c3)CCC2=O)c1 | ? | 19% | 10% | 5% | -11% | -11% | 0 | 2% | 2%
COc1ccc(-n2nc3c(N4CCC(C(=O)NCCc5ccccc5C)CC4)nnc(C)c3c2C)cc1 | 42%[activator] | 29% | -1% | -6% | -4% | -5% | 0 | -21% | i
Nc1nnc(SCc2ccc(Cl)cc2)s1 | -38%[59 µM] | 31% | -5% | 2% | -18% | -16% | -1 | -3% | -2%
O=[N+]([O-])c1ccc(S(=O)(=O)NN=CCCc2ccccc2)cc1 | . | 11% | 2% | 1% | -26% | 2% | 3 | . | -1%
Cc1nc(Cc2ccccc2)sc1CC#N | . | 8%[57 µM] | 6% | -4% | -12% | -20% | 3 | . | -5%
COc1cccc(NC(=O)N2CCOCC2)c1 | 6% | 11% | -1% | 6% | -8% | -15% | -5 | -4% | -6%
CCc1ccc(NC(=O)C(=O)NCC(c2cccnc2)N2CCOCC2)cc1 (stereo not drawn) | ? | -5% | 0% | -1% | -31% | -1% | -3 | ? | -6%

Just POLH inh, PI4K2A inh and PGK inhibitor (3 entries from above):
molecule	POLH inh	PI4K2A inh	PGK inhibitor
CN(Cc1ncc[nH]1)Cc1cn(-c2ccccc2)nc1-c1ccc2c(c1)OCO2	-15%	0	1%
Cc1ccc(C(C)C)c(OCCN(C)C)c1	-10%	5	0%
Cc1ccccc1NS(=O)(=O)c1nnc(NC(=O)c2ccco2)s1	-15%	-2	i

(listing goes on)
SMILES | G9a inh | HP1b chromo inh | Pin1 inh | GLS inhibitor | JMJD2A Tudor | POLH inh | PI4K2A inh | BAZ2B block | PGK inhibitor
CCN(CC)CCCNc1nc(N)c([N+](=O)[O-])c(N2CCCCCC2)n1 | -25% | -21% | -4% | -6% | -26% | ? | 0 | -17% | -3%
O=C(COC(=O)c1ccc(O)cc1)Nc1cccc(S(=O)(=O)N2CCCCC2)c1 | -21% | -6% | 2% | 17% | -21% | -16% | 0 | -18% | -8%
Cc1cccc(CN2[C@@H](CC(C)C)COCCS2(=O)=O)c1 | . | 55%[activator] | ? | 8% | -1% | -19% | -4 | . | 7%
O=C(OCC(=O)N1CCCC1=O)c1nc(Cl)ccc1Cl | 9%[59 µM] | 8% | 1% | 6% | -15% | -2% | -3 | 1% | -4%
Cc1ccccc1-c1nc(CNC(=O)Nc2ccccc2)c(C)o1 | -9%[59 µM] | -10% | -4% | -1% | -30% | -19% | -1 | -28% | -7%
Cc1cccc2cc3c(N)c(C(=O)N4CCc5ccccc54)sc3nc12 | 1.4µM* | 25% | ? | 9% | -22% | 5% | -1 | -7% | 3%
CCN1CCN(c2nnc(-n3cccc3C(=O)NCc3ccccc3OC)s2)CC1 | -36%[59 µM] | 44% | 3% | -11% | -3% | -15% | 0 | 3% | i
CC(C)COC(=O)N(C)C[C@H]1OCc2cn(nn2)CCCC(=O)N([C@H](C)CO)C[C@@H]1C | . | . | . | 4% | . | -18% | -1 | . | -1%
CCOC(=O)CCCCCN(Cc1ccccc1)S(=O)(=O)c1ccc([N+](=O)[O-])cc1 | 13%[59 µM] | -9% | -11% | -1% | ? | -17% | -3 | -5% | -1%
COc1ccc(C(=O)N2CC(=O)Nc3ccc(C)cc3C2c2ccccc2)c(OC)c1 (stereo not drawn) | 6%[59 µM] | 12% | -2% | 1% | -19% | ? | 1 | -16% | -8%
COc1ccc(/C=C/C(=O)Nc2ccc(S(=O)(=O)Nc3onc(C)c3C)cc2)cc1OC | -40% | 4% | 1% | -10% | -18% | -15% | 1 | -24% | -1%
COC(=O)c1c(NC(=O)COC(=O)CCNS(=O)(=O)c2ccc(NC(C)=O)cc2)sc(C)c1C | -39%[59 µM] | 22% | 2% | 10% | -17% | -22% | -2 | -4% | 5%
COC(=O)c1c(C)cccc1C1CN=NC12Cc1ccccc1C2=O (stereo not drawn) | . | 46%[activator] | 2% | -2% | 4% | -18% | 5 | . | i
Oc1ccc(C=NN=Cc2ccco2)c(O)c1 | . | 20% | 0% | 27% | -24% | -2% | -2 | . | -13%
COC(=O)c1sccc1S(=O)(=O)N1CCN(c2ccc(C(C)=O)cc2)CC1 | -1%[59 µM] | -16% | 6% | -3% | -19% | -9% | 0 | -17% | i
COCCNC(=O)c1ccc(N2CC3CC(C2)c2cccc(=O)n2C3)c(NC(=O)c2cc(OC)cc(OC)c2)c1 (stereo not drawn) | . | 14% | -7% | 7% | -10% | -11% | -13 | -4% | i
CCN(CC)Cc1cc(C(=O)O)c(C)o1 | 0% | 52%[activator] | 4% | 3% | -3% | -13% | -3 | -11% | -6%
CCN1C(=O)[C@H]2[C@@H](c3ccc(C)cc3)N3C(=O)N(c4ccc(C(F)(F)F)cc4)C(=O)[C@@]3(CC(C)C)[C@H]2C1=O | 21% | 33% | 10% | -2% | -19% | -9% | 0 | -3% | 3%
CC(=O)c1ccc(Nc2cc(C)nc3nc(C)nn23)cc1 | 79µM* | 40%[activator] | -21% | -9% | -4% | -10% | 6 | 6% | -1%
CCCOc1ccc(-c2c(C(=O)N/N=C(\C)c3ccco3)nnn2-c2nonc2N)cc1 | -6% | 59%[activator] | 3% | -2% | -26% | -9% | -7 | 17% | -4%
CC(C)(O)C#Cc1ccc(C(=O)N2CCC(C(N)=O)(N3CCCCC3)CC2)cc1 | 3%[59 µM] | 44%[activator] | 1% | -1% | -1% | 10% | 6 | 7% | 5%
Cc1cc(C(=O)NCc2cccs2)ccc1[N+](=O)[O-] | 15%[59 µM] | 9% | -3% | 0% | -14% | -5% | -4 | 1% | -5%
N#Cc1c(-c2ccc(C(F)(F)F)cc2)cc(-c2ccccc2)[nH]c1=S | 9%[59 µM] | 10% | 2% | 1% | -18% | 1% | 5 | 0% | 0%
C=CCNC(=S)NN=C1CCCCCCC1 | 17% | 6% | 3% | 7% | -19% | -25% | 0 | -34% | -5%
O=C(CSc1ccccn1)Nc1ccc2c(c1)OCO2 | ? | 21% | 4% | -6% | 7% | -15% | -3 | -5% | -2%
O=C(CC1C(=O)NCCN1Cc1ccc(-c2ccccc2)cc1)NCC1CCOCC1 (stereo not drawn) | -24% | 21% | 1% | -5% | -8% | -14% | -5 | -20% | 0%
CCN(CC)c1ccc(N=C2C=CC(=O)C=C2NC(C)=O)cc1 | . | 25µM* | ? | 11µM* | 10µM* | -5% | -19 | . | -8%
Cc1cc(F)ccc1NC(=S)NC1CCCC1 | . | 30% | -1% | 11% | -18% | -19% | 1 | -6% | -2%
CCOC(=O)c1cnn(CCOC(=O)c2ccccc2F)c1NC(=O)c1ccccc1F | 8%[59 µM] | 38% | -1% | 5% | -3% | -7% | 4 | -6% | 1%
COc1ccc(CNC(=S)Nc2ccccc2C)cc1 | 23%[59 µM] | -3% | 1% | 14% | ? | -21% | 3 | -6% | -9%
CCOc1ncccc1C(=O)Nc1ccc(F)cc1 | -5% | 4% | -12% | 0% | ? | -8% | -1 | 4% | -3%
CCOC(=O)c1ccc(NCC(O)COc2ccccc2)cc1 (stereo not drawn) | 18%[59 µM] | 9% | -9% | 16% | -4% | -22% | -13 | 3% | -10%
C(=N\Nc1nc2ccccc2[nH]1)/c1cccc2cccnc12 | . | 10% | -5% | 2% | 14µM* | -11% | -1 | 7.1µM* | -2%
CC(CC#CCN1CCOCC1)OCCC#N (stereo not drawn) | -3%[59 µM] | 44%[activator] | 1% | 1% | 2% | -7% | 9 | . | -9%
Cc1c(Cl)cnc(NC(=O)COC(=O)C2CC2)c1Cl | . | 20% | -16% | -13% | -12% | ? | 9 | . | -5%
CC(O)CNc1nc2sc3c(c2c(=O)n1CCc1ccccc1)CCCCC3 (stereo not drawn) | 50µM* | ? | 11% | 0% | ? | -17% | -1 | ? | i
CCCC(=O)Nc1nn(C)c2nc3ccc(C)cc3cc12 | 41%[activator] | 38% | -2% | 6% | 7% | -20% | -2 | -1% | i
CCOc1ccc(-c2c(C(=O)N/N=C/c3cccc(Br)c3)nnn2-c2nonc2N)cc1 | -7% | 27%[57 µM] | 9% | -7% | -18% | -2% | -6 | -14% | 5%
COc1ccc(CC(=O)OCn2nnc3ccccc3c2=O)cc1 | 4%[59 µM] | 48%[activator] | 9% | 1% | 6% | -16% | -57* | -3% | -5%
COC(=O)CSc1nc(C)c2ccc(OC)cc2n1 | 2%[59 µM] | 25% | 1% | 3% | 0% | -1% | 7 | -4% | .
Cn1cc2cc([N+](=O)[O-])ccc2n1 | -8% | 19% | 2% | 11% | -9% | -9% | 3 | -11% | 0%
